Screening results (PubChem BioAssay)
HTR5A ag = activates human HTR5A in OPRM1-OPRD1 agonist counter-screen; P47898; HTR5A agonist assay, luminescence, cell-based; activation, % at 9.3 µM; 340,000 compounds, 0.61% hits; in the data active = activation mostly above about 9.5%, no sharp cut-off; inactive = mostly below about 7.6%;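 note: 0% = cells with vehicle only and 100% = reference agonist; strong numbers were not always called active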
Target sequence (P47898 whole entry, looked up): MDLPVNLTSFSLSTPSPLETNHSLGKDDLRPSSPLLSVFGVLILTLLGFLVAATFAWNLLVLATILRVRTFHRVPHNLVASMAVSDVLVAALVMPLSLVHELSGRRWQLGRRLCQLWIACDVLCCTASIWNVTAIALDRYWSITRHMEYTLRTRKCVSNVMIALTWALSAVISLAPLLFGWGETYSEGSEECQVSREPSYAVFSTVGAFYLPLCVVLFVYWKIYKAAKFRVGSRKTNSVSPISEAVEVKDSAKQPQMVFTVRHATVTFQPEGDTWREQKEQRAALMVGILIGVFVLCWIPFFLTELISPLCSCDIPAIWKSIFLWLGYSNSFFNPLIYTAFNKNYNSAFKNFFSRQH
MOR-DOR ag = OPRM1-OPRD1 heterodimerization agonism; 340,000 compounds, 0.3% hits; activation, % at 9.3 µM; AID 504326; P35372+P41143; cells, luminescence; in the data active = activation above about 18%;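 note: 0% = vehicle-treated cells and 100% = reference agonist; values of inactives mirror those of a sister screen read the other way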
Keap1 Nrf2 FP = inhibitors of human Keap1-Nrf2 protein-protein interaction; Q14145; 340,000 compounds, 0.15% hits; inhibition, % at 9.4 µM; Keap1 Kelch-Nrf2 peptide fluorescence polarization, 1536-well; AID 504523; in the data active = inhibition above about 12%;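 note: human Keap1 Kelch domain with fluorescein labeled Nrf2 9mer peptide probe; 0% = neutral control wells and 100% = peptide positive control; higher means more block of Keap1 binding to Nrf2 peptide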
Target sequence (Q14145 whole entry, looked up, the tested form may be a part): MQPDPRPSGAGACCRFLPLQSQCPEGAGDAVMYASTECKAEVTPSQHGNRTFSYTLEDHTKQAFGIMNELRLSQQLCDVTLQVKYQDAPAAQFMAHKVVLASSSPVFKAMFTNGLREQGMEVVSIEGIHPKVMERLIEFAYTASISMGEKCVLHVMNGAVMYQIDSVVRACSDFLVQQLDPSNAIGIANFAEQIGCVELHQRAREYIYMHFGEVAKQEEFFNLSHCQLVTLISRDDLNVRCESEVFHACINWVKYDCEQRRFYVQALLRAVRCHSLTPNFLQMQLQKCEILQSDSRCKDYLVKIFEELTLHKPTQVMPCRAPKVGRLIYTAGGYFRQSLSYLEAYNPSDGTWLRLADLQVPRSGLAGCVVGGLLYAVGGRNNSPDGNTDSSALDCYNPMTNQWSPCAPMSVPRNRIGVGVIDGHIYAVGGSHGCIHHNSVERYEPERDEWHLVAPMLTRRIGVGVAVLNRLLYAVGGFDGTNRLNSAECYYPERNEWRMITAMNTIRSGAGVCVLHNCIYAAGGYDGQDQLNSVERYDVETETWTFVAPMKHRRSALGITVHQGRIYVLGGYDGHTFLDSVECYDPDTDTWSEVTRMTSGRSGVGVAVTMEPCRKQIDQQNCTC
C-LANA FP = inhibitors of KSHV LANA C-terminal domain DNA binding; MBP-C-LANA/FAM-LBS DNA binding, fluorescence polarization; inhibition, % at 9 µM; 340,000 compounds, 0.078% hits; AID 504423;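 active = highest replicate inhibition at or above 60% at 9 µM, even if other replicates fall short; inactive = all replicates below 60% inhibition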;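 note: 0% = neutral control wells and 100% = 4 µM acridine orange control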
CAL-PDZ inh HTS = inhibitors of human CAL PDZ peptide binding; Q9HD26; purified CAL PDZ, TMR-peptide fluorescence polarization, 1 h; inhibition, % at 24.9 µM; 300,000 compounds, 0.92% hits;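 active = mean inhibition of at least 30% with at least half of replicates also reaching 30%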;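 note: 0% = DMSO neutral control and 100% = excess unlabeled competitor peptide PRC23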
HTR5A inv ag = HTR5A inverse agonism, opioid heterodimer counter-screen; P47898; HTR5A cell line, luminescence; inhibition, % at 9.3 µM; 340,000 compounds, 0.083% hits; AID 504634; in the data active = inhibition mostly above about 23%, no sharp cut-off; inactive = mostly below about 18%;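 note: 0% = cells with DMSO and 100% = no-cell wells with DMSO; some compounds called inactive have numbers as strong as hits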
cardiac RTF act = cardiac RTF calcium sensitization | IANBD-labeled TnC RTF fluorescence at EC20 calcium; 0% EC20 calcium, 100% full calcium | P19429+P45379 | activation, % at 7.2 µM | 340,000 compounds, 0.24% hits;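 active = activation above the mean over all tested compounds plus 3 SD, cut at about 30% in these data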;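 note: rise in fluorescence read as greater calcium sensitivity of cardiac thin filaments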
MOR-DOR inv ag = inverse agonists of human mu-delta opioid receptor heterodimerization; P35372+P41143; cell-based MOR-DOR heterodimer luminescence, inverse agonism; inhibition, % at 9.3 µM; 340,000 compounds, 0.21% hits; AID 504357; in the data active = inhibition above about 22%, passing the limit was not always enough;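 note: 0% = cells with DMSO and 100% = wells without cells with DMSO; values of inactives mirror those of a sister screen read the other way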
RTF Ca sens inh = cardiac RTF calcium desensitization; 340,000 compounds, 0.12% hits; IANBD-labeled cardiac RTF, Ca2+ fluorescence; AID 493244; P19429+P45379; inhibition, % at 7.15 µM;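 active = inhibition above the mean inhibition of all tested compounds plus 3 SD, cut at about 17% in these data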;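 note: assay run at fixed EC70 calcium of 1.6 mM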
V-ATPase pH = yeast V-ATPase proton transport regulation by pHLuorin; response, % at 10 µM; AID 504577; S. cerevisiae, pHLuorin cytosolic pH fluorescence; 350,000 compounds, 0.37% hits; in the data active = response mostly above about 7.3%, no sharp cut-off; inactive = mostly below about 5.4%; note: actives read high; inactives centre near 0; some compounds called inactive have numbers as strong as hits; reference of the scale not given here
* marks the source's active call; other numbers are inactive results; x = not tested or not shown.

Preview:
cpd	Structure	HTR5A ag	MOR-DOR ag	Keap1 Nrf2 FP	C-LANA FP	CAL-PDZ inh HTS	HTR5A inv ag	cardiac RTF act	MOR-DOR inv ag	RTF Ca sens inh	V-ATPase pH
1	O=C(NNC(=O)c1sccc1-n1cccc1)c1ccccc1	1.9	-2.8	-3.8	2.5	-1.1	-5.0	-6.1	14.0	5.8	-0.3
2	Cc1sc2c(c1C)C(=O)NC(c1ccccc1F)N2 (stereo unspecified)	4.2	-2.0	-0.8	0.0	-2.9	-4.2	7.8	10.8	-6.1	9.6

The list itself, from the first entry:
cpd	Structure	HTR5A ag	MOR-DOR ag	Keap1 Nrf2 FP	C-LANA FP	CAL-PDZ inh HTS	HTR5A inv ag	cardiac RTF act	MOR-DOR inv ag	RTF Ca sens inh	V-ATPase pH
1	O=C(NNC(=O)c1sccc1-n1cccc1)c1ccccc1	1.9	-2.8	-3.8	2.5	-1.1	-5.0	-6.1	14.0	5.8	-0.3
2	Cc1sc2c(c1C)C(=O)NC(c1ccccc1F)N2 (stereo unspecified)	4.2	-2.0	-0.8	0.0	-2.9	-4.2	7.8	10.8	-6.1	9.6
3	CCOC(=O)N1CCN(C2=Nc3cccc4cccc2c34)CC1	6.3	0.0	0.8	6.8	1.5	-12.5	2.3	0.2	-9.4	1.0
4	O=C(c1nn2cccnc2c1Cl)N1CCN(c2ccccc2)CC1	-2.0	-0.7	-3.4	0.1	-2.8	5.0	-4.1	2.8	-4.5	0.6
5	C=CCc1cccc2cc(C(=O)OCC(=O)c3ccccc3)c(=O)oc12	10.2	-2.2	-1.3	2.5	2.1	-24.6	10.7	10.8	-3.5	-3.0
6	COC(=O)c1cc(S(=O)(=O)N2CCOCC2)ccc1Sc1ccccc1N	-1.9	3.9	4.7	-2.7	-4.2	-14.1	-4.6	-21.5	-3.9	-0.7
7	Cc1ccc2occ(/C=N/NC(=O)c3ccncc3)c(=O)c2c1	4.8	-2.8	-5.2	-0.8	-3.7	-7.4	2.6	15.2	-3.3	0.8
8	Cc1cc(C)cc(OCC(=O)Nc2nc3ccc([N+](=O)[O-])cc3s2)c1	-1.8	0.5	-1.6	0.1	-5.4	4.6	0.8	-3.3	-12.5	10.2
9	O=[N+]([O-])c1ccccc1-c1ccc(CN2CCN(c3ccccc3)CC2)o1	2.8	-0.1	-2.9	-3.6	-3.6	-10.2	-5.3	0.3	1.2	-1.6
10	Oc1ccc(N=Nc2ccc(Br)cc2)c(O)c1	1.1	-5.4	-2.0	-0.8	-4.5	-4.0	-0.1	24.6	-2.4	1.8
11	Cc1ccc(N(CC(N)=O)C2SC(=O)NC2=O)cc1 (stereo unspecified)	0.2	-0.4	-1.9	1.5	-3.5	0.8	-2.0	2.4	10.9	-0.5
12	O=C(c1cc([N+](=O)[O-])ccc1N1CCOCC1)N1CCN(c2ccccc2)CC1	-1.0	-1.5	0.6	0.3	-0.7	3.8	0.0	8.3	-3.5	0.4
13	COc1ccc(CN2CCC(C(=O)c3ccc(F)cc3)CC2)cc1	-1.3	-2.1	5.7	-0.2	5.8	4.7	-8.0	9.9	-1.2	0.5
14	C=C(C)CNC(=S)N/N=C/c1ccccc1OCC(=O)O	-3.4	-1.6	-4.0	0.3	-6.5	-11.5	0.1	7.2	-5.8	0.2
15	C/C(=N\NC(=O)COc1cc(C)cc(C)c1)c1ccc(N2CCOCC2)cc1	9.3	-1.3	-2.4	2.8	-1.3	16.1	-2.2	6.2	8.5	2.4
16	O=C(O)c1ccccc1S(=O)(=O)NCC(O)COC1CCCCC1 (stereo unspecified)	-0.2	-0.8	-1.4	2.9	-2.6	-21.0	-1.4	4.2	-2.5	0.7
17	NC(=O)C1CCN(c2nc(-c3ccc4ccccc4c3)cs2)CC1	14.9	-1.4	-4.3	-2.4	-2.9	-37.8	2.0	7.5	-17.6	-0.9
18	CC1CCCC(N2CCN(C(=O)c3ccc([N+](=O)[O-])cc3)CC2)C1 (stereo unspecified)	-5.3	0.1	2.1	-0.5	-1.9	17.9	-1.6	-0.4	4.7	2.9
19	COc1ccc(C(=O)/C=C(/C)N(C)C)cc1	-0.5	-0.6	-3.7	-1.7	-0.6	1.2	-3.0	2.7	0.3	3.0
20	CC(C)C[C@H]1CNC(=S)N1CC1CCCN1C[C@H](CC(C)C)N1C[C@H](Cc2ccccc2)N(CC2CCCCCC2)C1=S (stereo partly specified)	6.3	-1.4	0.4	-0.9	-4.1	-23.8	-2.1	6.4	-1.9	-1.4
21	CCOCCCNC(=S)Nc1cc(C)cc(C)c1	1.3	-1.6	-6.6	0.2	-2.4	-9.9	4.0	7.5	-20.0	5.5
22	CCNc1ccc(C(=O)O)cc1N	3.9	1.4	1.8	7.3	-0.6	2.7	0.8	-8.8	-8.4	-3.0
23	COc1ccc(OC)c(-c2csc(-c3cccs3)n2)c1	1.2	8.6	-6.0	0.3	-2.3	-2.9	5.1	-47.9	6.9	2.5
24	c1ccc(Cn2nnnc2C(c2cccnc2)N2CCN(C3CCCCC3)CC2)cc1 (stereo unspecified)	-1.3	1.6	-0.5	-0.5	-2.2	3.1	2.1	-9.5	-2.0	-2.6
25	CCCCCNC(=O)c1ccc2c(=O)n(CCCN3CCCC3=O)c(=S)[nH]c2c1	-1.3	-2.8	-0.1	0.5	1.6	-30.1	0.6	13.6	-11.6	1.1
26	CC(C)(C)OC(=O)N1CCC(c2c(C(=O)NC3CC3)cnn2-c2ccc(Cl)cc2)CC1	-1.9	-2.3	2.3	-1.5	5.3	7.2	-7.0	11.8	-8.8	-0.3
27	COc1cccc(C(=O)Oc2ccc(N3C(=O)CCC3=O)c(C)c2)c1	3.5	0.8	4.9	-1.1	x	9.9	9.9	-4.3	1.1	-3.1
28	Clc1ccccc1Cc1noc(CN2CCN(Cc3ccccn3)CC2)n1	2.8	-2.1	-3.1	-0.6	-0.9	-7.7	-1.3	10.8	-6.8	2.2
29	CC1=CN2C(=NC(=O)CC2(C)C(=O)N(CC(=O)NC2CCCC2)c2cc(C)cc(C)c2)C=C1 (stereo unspecified)	5.2	-1.2	-2.7	-1.0	x	-0.9	4.1	6.2	-13.9	2.4
30	C=C(C)C1CC=C(C)/C(=N/NC(=O)CNc2ccc(OCC)cc2)C1 (stereo unspecified)	-3.5	2.2	1.0	0.6	x	-24.4	4.4	-11.9	-4.1	2.1
31	Cc1cccc(Cl)c1OCCCN1CCOCC1	1.0	0.3	-1.3	1.8	1.9	13.7	-0.3	-1.5	-2.6	4.5
32	CC(c1ccccc1)n1cc(C(=O)NCc2cccnc2)nn1 (stereo unspecified)	1.1	-1.6	-4.1	2.7	-2.8	-3.5	2.6	9.1	1.4	-4.2
33	Cc1ccc(S(=O)(=O)N2CCN(C(=O)c3ccccc3)C2)cc1[N+](=O)[O-]	0.5	-3.4	-4.2	-0.4	4.9	-1.1	3.0	16.9	-1.8	-1.8
34	CN(C)C(=O)c1sccc1Oc1ccc(F)cc1[N+](=O)[O-]	1.3	-0.4	-3.8	-1.5	-3.2	-3.4	-1.6	1.9	-8.1	4.1
35	Cc1cc(OC(=O)c2cc(F)c(F)cc2Cl)nc(C)n1	-2.0	0.2	-1.6	-1.3	-2.7	6.6	0.5	-1.0	2.5	-1.9
36	CC1CCN(C(=O)CSc2nnc(CNC(=O)COc3ccc(Cl)cc3)o2)CC1	4.8	-0.9	-0.9	0.3	x	-17.1	9.0	4.9	-3.5	-2.9
37	COc1ccc2nc(/N=C/c3c(C)[nH]n(-c4ccc(C)cc4C)c3=O)sc2c1	0.2	-3.5	-4.5	-0.9	2.1	-8.3	-0.6	18.6	2.0	-0.2
38	N#CCSc1nc2sccc2c(=O)n1-c1ccccc1	-6.4	-2.1	3.2	1.0	0.3	18.1	-2.0	13.1	8.1	-2.4
39	CCOCCCNC(=O)CN(c1cc([N+](=O)[O-])ccc1OC)S(C)(=O)=O	-1.4	-1.5	-3.6	-0.5	-1.5	3.6	10.8	8.7	8.4	2.3
40	COc1ccc(C(C)=O)cc1COC(=O)CCNS(=O)(=O)c1ccc(C)cc1	-0.6	-3.8	-3.2	-0.3	0.1	1.7	-4.2	19.8	-16.4	-0.2
41	NC(=O)COC(=O)CC12CC3CC(CC(Br)(C3)C1)C2	1.4	-1.2	-7.2	1.3	-3.4	-3.8	5.5	5.5	-2.5	-1.0
42	COc1ccccc1C(=O)N/N=C(\C)CC(=O)Nc1ccc(Cl)cn1	-2.5	-2.7	2.1	-1.6	65.2*	5.2	1.1	13.6	6.1	1.0
43	COc1ccccc1CNc1nc(=S)[nH]c2cc(OC)c(OC)cc12	-0.8	-1.0	-7.2	-1.4	1.0	3.2	-0.8	5.7	-2.6	0.2
44	Cn1c(=O)cc(SCC(=O)N2CCN(C3CCCCC3)CC2)c2ccccc21	12.8	-1.6	-0.9	0.7	2.5	-35.1	2.8	8.2	-2.2	4.0
45	CCOC(=O)c1c(S(=O)(=O)NCc2ccco2)c(C)n(C)c1C	-3.1	-1.0	2.0	0.1	-3.5	11.6	-3.0	5.1	0.7	-1.3
46	CC(=O)Nc1nnc(CCS(=O)(=O)c2ccc(C)cc2)s1	10.5	-1.3	5.4	0.3	1.3	-7.2	1.7	6.8	-8.1	22.9*
47	COc1ccc(CN2CCNC(=O)C2CC(=O)N2CCCN(C(C)=O)CC2)c(OC)c1 (stereo unspecified)	-0.5	-2.8	0.5	1.1	x	1.9	4.8	14.5	-7.7	2.5
48	CCc1ccc(Sc2cc(C(=O)NCCN3CCOCC3)c3ccccc3n2)cc1	5.4	0.0	1.6	0.0	-1.1	-31.7	12.2	0.0	-2.6	-0.6
49	CCc1ccc(Oc2coc3cc(OCC(=O)Nc4cc(C)ccc4C)ccc3c2=O)cc1	-2.5	-1.8	-1.6	1.5	2.5	6.2	-3.6	11.7	0.5	0.8
50	CC1CN(C)C(C)C/C1=N\Oc1ccc([N+](=O)[O-])cc1 (stereo unspecified)	0.0	-2.5	-3.8	0.3	-3.4	-0.1	4.7	14.3	1.4	-3.0
